Compound activity (PubChem)
Giardia killer: Giardia lamblia killing; Giardia lamblia trophozoite viability; activity change, % at 7.66 µM, hits read low; 0.15% of 340,000 active; AID 540267; in the data active = activity change below about -80%; inconclusive = between about -30% and that limit;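 also: parasites exposed to compound for two days anaerobically before the ATP read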
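Compounds were tested on trophozoites seeded at 100 cells/well and held 48 hrs at 37 deg C anaerobically. An ATP-based luminescent kit measured the remaining live cells.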
FBPA coupling cs: inhibits coupling enzyme system, counter-screen for aldolase hits. coupling enzyme system counterscreen, AmpLite Red fluorescence. activity change, negative = inhibition, % at 58.2 µM, hits read low. 0.67% of 290,000 active; in the data active = activity change below about -30%
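Activity here indicates interference with the coupling reaction, not aldolase inhibition. Compounds at 57.5 uM final met coupling enzymes for 10 min at RT; substrate and AmpLite Red detection followed, with a 525/598 nm fluorescence read after 20 min.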
PKM2 activator: activators of human pyruvate kinase M2. P14618. 0.34% of 260,000 active. Potency, µM (doses to about 57.5 µM), without a hit: at the top dose activation, usual class: activators. purified PKM2, Kinase-Glo ATP luminescence, activation; response scale: 0% is enzyme alone, no compound; also: potency is read from the fitted curve at half-maximal effect; nearly all actives have a fitted effect of over 55% in size
Target sequence (P14618 whole entry, looked up): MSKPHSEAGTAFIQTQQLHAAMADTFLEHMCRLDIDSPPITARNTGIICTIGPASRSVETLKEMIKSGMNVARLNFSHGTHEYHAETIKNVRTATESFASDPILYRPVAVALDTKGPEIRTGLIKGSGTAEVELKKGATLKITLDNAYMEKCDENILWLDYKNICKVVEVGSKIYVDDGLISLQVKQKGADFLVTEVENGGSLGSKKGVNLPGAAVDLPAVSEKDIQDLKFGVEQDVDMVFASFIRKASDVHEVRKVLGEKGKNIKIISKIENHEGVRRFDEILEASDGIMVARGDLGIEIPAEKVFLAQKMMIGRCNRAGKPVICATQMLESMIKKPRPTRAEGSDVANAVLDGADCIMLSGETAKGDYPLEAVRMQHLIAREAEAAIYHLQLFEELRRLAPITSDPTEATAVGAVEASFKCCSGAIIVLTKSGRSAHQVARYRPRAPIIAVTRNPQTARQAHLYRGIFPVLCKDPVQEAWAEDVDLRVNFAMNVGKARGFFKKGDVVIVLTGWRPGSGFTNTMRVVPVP
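ATP formation by purified human PK-M2, quantified via coupled luciferase luminescence after 1 h at room temperature with 0.1 mM ADP and 0.5 mM PEP final.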
Eya2 inh: blocks the phosphatase activity of human Eya2. O00167. recombinant Eya2, OMFP fluorescence dephosphorylation (OMFP is methylfluorescein phosphate). Potency, µM (top dose mostly 76.9 µM), for inactives: at the top dose activity, negative = inhibition, usual class: inhibitors. 0.006% of 330,000 active. AID 488837; also: potency is read from the fitted curve at half-maximal effect
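Eya2 protein (added as 0.2 uM solution) was preincubated with compound for 10 min at ambient temperature in 50 mM HEPES pH 7.5, 50 mM NaCl, 5 uM MgCl2, 0.05% BSA, 1 mM DTT. OMFP (added at 50 uM) then reacted 10 min; fluorescence read at 485/525 nm.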
Chronic BCR inh: blocks chronic active B-cell receptor signaling. ABC-DLBCL IkBa-CBG/CBR reporter, luminescence ratio, 4 h. Potency, µM (highest dose often 46.1 µM), without a hit: top-dose ratio change, negative = lower green/red ratio, most hits filed as inhibitors. 0.05% of 340,000 active; active = well fitted inhibition curve with a large enough effect in the signal ratio, with a control signal flat, not every such curve was filed as active; inconclusive = small, poorly fitted or top-dose-only effect, or effect the other way, or a change in a side signal; the % refers to the signal ratio;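 also: potency is read from the fitted curve at half-maximal effect; plate controls were basal doxycycline-induced cells for no effect and cells given 10 µM MG132 for full effect; MG132 reads +100%, hits lower the ratio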
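Cell line TMD8 (human ABC DLBCL), stably expressing tet-inducible CBG68-IkBa fusion and CBR; IMDM/0.5% FBS; cpd up to 46 uM; dox induction, 4 h, 37C/5% CO2; dual luminescence; green/red ratio; MG132 control.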
USP2a inh: inhibitors of human ubiquitin-specific protease USP2a | USP2 core, Ub-CHOP2 coupled fluorogenic reporter, 485/531 | Potency, µM (doses to about 38.3 µM), for the others: at the top dose activity change, negative = inhibition, hits mostly inhibitors | 0.01% of 330,000 active | AID 463254;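 also: potency is read from the fitted curve at half-maximal effect; plate controls were DMSO wells for no effect and full inhibition by NEM control for full effect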
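Deubiquitinase activity read as fluorescence (485/531 nm) after Ub-CHOP2 cleavage activates the enterokinase reporter on its substrate; USP2 core 10nM, Ub-CHOP2 and substrate 25nM each, 30min compound preincubation then 60min RT; data normalized to NEM, curves fitted.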
GALK inh: inhibitors of human galactokinase; Purified GALK, Kinase-Glo residual ATP luminescence; Potency, µM (titrated, usually from 57.5 µM), without a hit: top-dose activity change, negative = inhibition, actives largely listed as inhibitors; 0.007% of 270,000 active; also: potency is read from the fitted curve at half-maximal effect
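Quantitative HTS: GALK 5 nM, ATP 35 uM, galactose 100 uM, 1 h room temperature, then luciferase-based ATP detection.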
uPA generation: cell surface uPA generation inhibition | 0.31% of 330,000 active | Potency, µM (titrated, usually from 38.3 µM), without a hit: at the top dose activity change, negative = inhibition, most hits filed as inhibitors | cell surface uPA generation assay, qHTS; active = well fitted inhibition curve with a large enough effect; inconclusive = small, poorly fitted or top-dose-only effect; inactive = no such curve, though single readings can be large or run the other way; tested in mouse RAW 264.7 cells; also: potency is read from the fitted curve at half-maximal effect; nearly all actives have a fitted effect of over 55% in size
hERG WT inh: blocks the wildtype human KCNH2 potassium channel | Q12809 | U2OS, BacMam KCNH2, thallium flux FluxOr; hits give low values | activity change, % at 1.84 µM | 0.37% of 340,000 active | AID 720551;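 active = maximum activity change below -70%; inconclusive = maximum activity change between -70% and -50%; inactive = maximum activity change above -50%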
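U2OS cells transduced with wild-type KCNH2 virus are loaded with FluxOr dye for 45 min, and thallium flux is measured in kinetic reads before and after stimulation buffer. Rate constants are normalized to DMSO controls.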
KCNH2 3.1 block: KCNH2 3.1 (human) potassium channel inhibition; activity change, % (tested at about 1.8 µM); AID 720553; U2OS KCNH2 3.1, thallium flux FluxOr; hits give low values; 0.95% of 340,000 active;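 active = maximum activity change below -70%; inconclusive = maximum activity change from -70% to -50%; inactive = maximum activity change above -50%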;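 also: thallium influx rate constant from kinetic fluorescence after stimulation buffer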
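Virally transduced U2OS (3.1 isoform, 4 h infection in dark at RT) → overnight 37 C → FluxOr + Red40 in HBSS/HEPES, 45 min → stimulation buffer, 2 min kinetic read → rate constant vs DMSO controls.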
B2AR arrestin: beta2AR (human) beta-arrestin recruitment activity; Potency, µM (series often up to 46.1 µM), without a hit: at the highest dose activation, hits mostly activators; beta-arrestin recruitment to beta2AR, cell-based reporter; 0.02% of 330,000 active; P07550;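 also: potency is read from the fitted curve at half-maximal effect; 0% = DMSO controls and full agonism = EC100 isoproterenol or metaproterenol; nearly all actives have a fitted effect of over 65% in size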
Target sequence (P07550 whole entry, looked up): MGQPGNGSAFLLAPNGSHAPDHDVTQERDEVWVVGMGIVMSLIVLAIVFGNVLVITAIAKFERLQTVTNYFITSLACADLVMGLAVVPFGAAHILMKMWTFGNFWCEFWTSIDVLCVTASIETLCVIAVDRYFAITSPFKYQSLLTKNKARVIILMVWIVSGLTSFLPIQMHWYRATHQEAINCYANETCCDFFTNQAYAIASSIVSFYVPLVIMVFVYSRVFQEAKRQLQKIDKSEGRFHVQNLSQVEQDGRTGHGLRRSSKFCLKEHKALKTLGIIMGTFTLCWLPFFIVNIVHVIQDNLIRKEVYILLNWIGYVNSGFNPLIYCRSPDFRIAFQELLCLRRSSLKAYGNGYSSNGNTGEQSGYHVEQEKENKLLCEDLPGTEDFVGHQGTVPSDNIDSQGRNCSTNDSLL
An asterisk follows results filed as active; ? = inconclusive; nt = not tested or not shown; [ ] = remark or other dose. Unless noted, calls follow the shape of the dose curve; as a rule, active = well fitted curve in the direction sought with a large enough effect; inconclusive = small, poorly fitted or top-dose-only effect, or another doubt; inactive = no such curve, though single readings can be large; an effect the other way counts as inactive or inconclusive. Unless noted, % is scaled to controls: 0 for no effect and ±100 for the full control effect.

SMILES	Giardia killer	FBPA coupling cs	PKM2 activator	Eya2 inh	Chronic BCR inh	USP2a inh	GALK inh	uPA generation	hERG WT inh	KCNH2 3.1 block	B2AR arrestin
O=C(Cc1ccc2c(c1)OCCO2)N1CCN(c2ccccc2)CC1	0	1	1%	3%	-4%	2%	-8%	-12%	11	-5	-0.1%
CC(C)(C)C(=O)N1CCCC1C(=O)O (stereo not given)	-7	2	8%	-1%	-19%	2%	-5%	-5%	7	2	0.3%
COc1cccc(N2CCN(C(=O)Cn3c(=O)oc4ccccc43)CC2)c1	19	3	nt	-11%	0%	2%	2%	-3%	6	1	2.9%
Cc1cc(-n2c(C)cc(C(=O)COc3ccc(F)c(F)c3)c2C)no1	-17	nt	nt	3%	1%	1%	nt	0%	13	10	-0.9%
CCOC(=O)c1cc(-c2ccc(OC)cc2)n(CCC(=O)NC2CCN(Cc3ccccc3)CC2)c1C	-1	0	0%	-1%	3%	3%	3%	?	23	-36	-0.1%
CC(Sc1nnc2ccccn12)C(=O)N1CCc2ccccc2C1 (stereo not given)	11	2	-2%	5%	-2%	8%	-2%	9%	-2	10	-0.1%
Cc1c(C)n(CC(O)CN(CCO)CCO)c2ccccc12 (stereo not given)	-19	1	2%	18%	-11%	-1%	0%	-2%	1	-8	-0.1%
CCCCOC1(c2ccccc2)NC(=S)NN=C1c1ccccc1 (stereo not given)	nt	1	9%	22%	7%	?	2%	nt	nt	nt	-0.5%
CC(C)[C@H](N)c1nnc(SC/C=C/c2ccccc2)o1	2	-1	0%	-13%	1%	2%	-3%	-2%	-8	3	-0.1%
Cc1ccc(C(=O)CNc2ccc(F)cc2)cc1	-5	0	-2%	-4%	?	-1%	3%	-2%	10	-1	0.0%
CC(C)(C)N(Cc1ccccc1)C(=O)COC(=O)CNS(=O)(=O)c1ccc2ccccc2c1	13	nt	nt	2%	0%	2%	nt	-24%	-5	-7	-0.5%
Cc1cccc(Oc2sc(C(=O)c3ccccc3)c(N)c2C#N)c1C	6	5	-1%	11%	?	4%	6%	-7%	2	-20	0.0%
CCn1c(SCC(=O)NC2CCCCC2)nnc1C(C)NC(=O)c1ccccc1F (stereo not given)	-11	1	2%	1%	0%	1%	5%	0%	2	-1	0.2%
CCOC(=O)c1sc(NCCNc2nc(C)c(C(=O)OCC)s2)nc1C	1	-1	-9%	-3%	?	-2%	2%	2%	6	-1	-1.0%
S=C(NC1CC1)N1CCCc2ccccc21	-10	nt	nt	-3%	-3%	2%	-1%	11%	9	-11	-0.9%

Three entries from above in a different format.
Every second line gives: Giardia killer | FBPA coupling cs | PKM2 activator | Eya2 inh | Chronic BCR inh | USP2a inh | GALK inh | uPA generation | hERG WT inh | KCNH2 3.1 block | B2AR arrestin
CC(C)[C@H](N)c1nnc(SC/C=C/c2ccccc2)o1
 : 2 | -1 | 0% | -13% | 1% | 2% | -3% | -2% | -8 | 3 | -0.1%
CCn1c(SCC(=O)NC2CCCCC2)nnc1C(C)NC(=O)c1ccccc1F (stereo not given)
 : -11 | 1 | 2% | 1% | 0% | 1% | 5% | 0% | 2 | -1 | 0.2%
CC(C)(C)N(Cc1ccccc1)C(=O)COC(=O)CNS(=O)(=O)c1ccc2ccccc2c1
 : 13 | nt | nt | 2% | 0% | 2% | nt | -24% | -5 | -7 | -0.5%

(further entries)
SMILES	Giardia killer	FBPA coupling cs	PKM2 activator	Eya2 inh	Chronic BCR inh	USP2a inh	GALK inh	uPA generation	hERG WT inh	KCNH2 3.1 block	B2AR arrestin
O=C(c1ccc(Cn2cc(Br)cn2)o1)n1cccn1	6	4	-3%	8%	11%	1%	0%	-17%	-1	13	-0.2%
Cc1ccc(OS(=O)(=O)c2ccc(N3C(=O)CCC3=O)cc2)cc1	2	1	nt	14%	-6%	3%	1%	2%	-5	1	-0.1%
Cc1ccc(NC(=O)CSc2ncc3ccccn23)cc1	-11	-1	6%	7%	?	0%	-1%	2%	3	0	-0.1%
Cc1cccc2cc(C3CC(c4ccco4)=NN3S(C)(=O)=O)c(Cl)nc12 (stereo not given)	-10	-1	-5%	-5%	?	-6%	-1%	1%	2	5	-0.6%
Cc1cccc(NC(=S)Nc2ccccn2)c1	-9	-6	-5%	?	?	0%	1%	4%	0	-6	0.2%
CCOc1ccc(-c2csc3ncn(-c4ccc(OC)cc4)c(=O)c23)cc1	5	4	4%	-6%	3%	1%	0%	-3%	25	-39	7.4%
C=CCOc1ccc(/C=C/C(=O)N2CCCN(S(=O)(=O)c3c(C)noc3C)CC2)cc1	10	nt	nt	5%	-9%	2%	nt	-8%	9	2	-0.1%
C=C1CCN([C@H](C(=O)NCc2ccco2)C(C)C)S(=O)(=O)c2ccccc21	-13	-1	-10%	-8%	-1%	1%	1%	3%	-3	-14	-0.5%
CC(C)[C@H](NC(=O)c1ccco1)C(=O)Nc1ccc(OC(F)F)cc1	-2	0	nt	6%	2%	-1%	nt	-2%	-4	2	-0.4%
CCOc1ccccc1C(=O)n1nc2nc(C)cc(C)c2c1N	3	1	4%	0%	-1%	0%	-2%	nt	2	-4	0.2%
CCOC(=O)N1CCN(S(=O)(=O)c2ccc(C(=O)Nc3nnc(CC)o3)cc2)CC1	11	2	4%	-1%	9%	-1%	0%	-8%	-2	4	-0.6%
COc1ccc(NC2CC(=O)N(c3ccc(C(=O)O)cc3)C2=O)cc1 (stereo not given)	33[activator]	2	2%	0%	2%	1%	-1%	-2%	-6	-20	0.2%
Cc1ccc2cc(C#N)c(N3CCCC3)nc2c1C	-4	-2	?	-14%	21%	4%	-3%	9%	-13	15	0.3%
O=C(Nc1cccc(-c2ccc(F)cc2)c1)C1CCCN(Cc2cccnc2)C1 (stereo not given)	30[activator]	1	2%	-6%	?	-3%	0%	-2%	17	-2	-0.4%
O=C(Nc1ccc(N2CCCCCC2)cc1)c1ccccc1Cl	6	-4	5%	-5%	?	3%	-1%	-15%	-3	-2	0.3%
COc1ccc(-c2csc(C3=C(O)CN(CCCN4CCCC4=O)C3=N)n2)cc1OC	4	1	4%	-2%	?	3%	2%	-6%	-26	1	-0.4%
Cc1ccc(-c2nc(C)sc2CC(=O)O)cc1	16	0	-8%	-7%	15%	-4%	-3%	-1%	-3	-2	0.1%
COc1ccc(N2CC(C(=O)NCc3cccnc3)CC2=O)cc1 (stereo not given)	-7	1	8%	-4%	5%	-1%	2%	4%	-1	-1	-0.1%
O=C(Oc1cccc(C(=S)N2CCOCC2)c1)c1ccc([N+](=O)[O-])cc1[N+](=O)[O-]	-2	-12	0%	-4%	-5%	2%	8%	nt	-11	-1	0.1%
Clc1ccc(Cn2nc(-c3ccccc3)nc2-c2ccccc2)cc1	-12	-2	-1%	-1%	-3%	-6%	0%	4%	2	1	0.3%
COc1ccc(C(=O)COC(=O)c2nc3nccc(C)n3n2)cc1F	11	nt	nt	-19%	1%	3%	nt	5%	-16	-3	0.4%
Cn1c(SCC(=O)NCC2CCCO2)ncc(C(=O)Nc2ccccc2)c1=O (stereo not given)	-16	nt	nt	14%	?	0%	nt	?	3	-9	2.8%
O=C(NC1=C(NC2CCS(=O)(=O)C2)C(=O)c2ccccc2C1=O)c1ccccc1 (stereo not given)	8	-62*	7%	1%	?	7%	-3%	?	10	26	-0.1%
CCOC(=O)c1c(S(=O)(=O)Nc2ccc(F)cc2C)c(C)n(C)c1C	2	-9	nt	?	-1%	0%	1%	0%	6	4	0.2%
Cc1ccc(-c2nnc(SCC(=O)NC3CC3)n2N)cc1	3	5	-3%	-8%	2%	9%	6%	5%	-1	-6	-0.4%
COc1ccc(N2CCN(C(=O)C(=O)c3c[nH]c4ccccc34)CC2)cc1	5	nt	nt	-14%	-4%	1%	-2%	21%	-17	-7	0.4%
Cn1c(CCN2CCCC2)nc2cc(NS(=O)(=O)c3ccc(Cl)cc3)ccc21	-11	0	nt	-7%	?	2%	2%	?	-4	-14	-0.2%
O=C(COC(=O)CCS(=O)(=O)c1ccc(Cl)cc1)NC1CCCCC1	30	-1	1%	1%	1%	-7%	2%	3%	-11	-1	0.4%
COCCN(CCOC)c1nc(-c2ccc([N+](=O)[O-])cc2)nc2ccccc12	-13	2	-1%	-16%	-5%	0%	5%	4%	2	6	-0.7%
Cc1cc(C)n(-c2nc(SCC(=O)N3CCCC3)c3c4c(sc3n2)CCCC4)n1	4	-2	10%	-12%	-1%	-8%	1%	-4%	10	-10	-0.3%
CNS(=O)(=O)c1cccc(C(=O)OCc2cc(=O)oc3c(C)c(O)ccc23)c1	-9	11	0%	-18%	?	1%	3%	-2%	-16	2	-0.5%
CC(OC(=O)c1ccc(Cl)nc1)C(=O)NC1(C#N)CCCCC1 (stereo not given)	-2	nt	nt	24%	17%	1%	nt	2%	1	-12	-0.6%
O=C(CCNS(=O)(=O)c1ccccc1C(F)(F)F)NCCCN1CCOCC1	-8	nt	nt	4%	0%	1%	nt	1%	3	8	0.4%
CN(C)S(=O)(=O)N1CCC(Oc2ccc(C(=O)NCc3cnn(C)c3)cc2)CC1	-20	-1	-9%	-5%	4%	0%	5%	nt	5	18	-0.5%
